# Compound activity (PubChem BioAssay)
# ERG Ets-DNA blk = inhibitors of human ERG Ets domain-DNA interaction | P11308 | Potency, µM (highest dose often 76.9 µM), without a hit: at the top dose FP activity, negative = inhibition, usual class: inhibitors | 0.028% of 370,000 active | fluorescence polarization, His-ERG Ets domain / labelled DNA | AID 624246; active = well fitted inhibition curve with a large enough effect in the polarisation, with a control signal flat; inconclusive = small, poorly fitted or top-dose-only effect, or effect the other way, or a change in a side signal; inactive = no such curve, though single readings can be large or run the other way; the % refers to the polarisation;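 note: polarization taken with two DNA probes labelled with fluorescein and Texas red; % of control where 0% means no effect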
#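 His-tagged ERG Ets domain (1 uM in the protein solution; 300mM KCl, 50mM Tris-HCl, 1mM EDTA, 1mM DTT, pH 7.5) received compound, then a probe mix of 5 nM fluorescein-DNA and 100nM Texas-615-DNA. Fluorescence polarization was read for both dyes.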
# HP1b binding inh = HP1-beta chromodomain-methylated histone interaction inhibition; Potency, µM (titrated, usually from 114 µM), inactives show at the highest dose activity change, negative = inhibition, most hits filed as inhibitors; 0.56% of 390,000 active; P83916; AlphaScreen HP1-beta / biotin-H3K9me3 peptide binding; note: nearly all actives have a fitted effect of over 70% in size; inactives centre near 23
#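 HP1-beta protein (50 nM final) preincubated 30 min at room temperature with biotinylated H3(1-18)K9me3 peptide (50 nM) in PBS pH 7.4, 0.01% Tween-20, then compound added for 30 min. AlphaScreen streptavidin donor/nickel chelate acceptor beads (10 ug/mL final), 30 min dark, luminescence read.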
# GLS inh = glutaminase GLS (human) inhibition; 0.21% of 410,000 active; Potency, µM (highest dose often 45.5 µM), without a hit: top-dose activity change, negative = inhibition, most hits filed as inhibitors; O94925; GLS enzymatic activity, qHTS titration; AID 624170; note: % is set by controls: 0 for no effect and ±100 for the full control effect
#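 Two-point fluorescence kinetic (t0, 30 min RT) for hKGA; glutamate detected via glutamate oxidase–HRP–Amplex Red. Substrate: 1 mM L-glutamine solution; buffer 45 mM KH2PO4, pH 8.2.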
# Pin1 inhibitor = human Pin1 inhibition | Q13526 | Pin1 FP peptide displacement, HiFluor488, 10 min | Potency, µM (highest dose often 115 µM), inactives show top-dose activity, negative = inhibition, most hits filed as inhibitors | 0.009% of 390,000 active; active = well fitted inhibition curve with a large enough effect in the polarisation, with a control signal flat, not every such curve was filed as active; inconclusive = small, poorly fitted or top-dose-only effect, or effect the other way, or a change in a side signal; inactive = no such curve, though single readings can be large or run the other way; the % refers to the polarisation; note: % is set by controls: 0 for no effect and ±100 for the full control effect
# Target sequence (Q13526 whole entry, looked up): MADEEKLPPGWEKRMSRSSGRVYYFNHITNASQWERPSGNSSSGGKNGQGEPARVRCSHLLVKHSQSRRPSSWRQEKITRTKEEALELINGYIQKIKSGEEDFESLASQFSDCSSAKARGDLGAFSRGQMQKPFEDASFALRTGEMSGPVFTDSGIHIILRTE
# rTrxR1 inhibitor = blocks rat thioredoxin reductase 1 | O89049 | recombinant rTrxR1, NADPH fluorescence consumption, selenite substrate | Potency, µM (top dose mostly 114 µM), for the others: top-dose activity change, negative = inhibition, most hits filed as inhibitors | 1% of 390,000 active | AID 588453; note: % is set by controls: 0 for no effect and ±100 for the full control effect; nearly all actives have a fitted effect of over 65% in size
# Target sequence (O89049 whole entry, looked up): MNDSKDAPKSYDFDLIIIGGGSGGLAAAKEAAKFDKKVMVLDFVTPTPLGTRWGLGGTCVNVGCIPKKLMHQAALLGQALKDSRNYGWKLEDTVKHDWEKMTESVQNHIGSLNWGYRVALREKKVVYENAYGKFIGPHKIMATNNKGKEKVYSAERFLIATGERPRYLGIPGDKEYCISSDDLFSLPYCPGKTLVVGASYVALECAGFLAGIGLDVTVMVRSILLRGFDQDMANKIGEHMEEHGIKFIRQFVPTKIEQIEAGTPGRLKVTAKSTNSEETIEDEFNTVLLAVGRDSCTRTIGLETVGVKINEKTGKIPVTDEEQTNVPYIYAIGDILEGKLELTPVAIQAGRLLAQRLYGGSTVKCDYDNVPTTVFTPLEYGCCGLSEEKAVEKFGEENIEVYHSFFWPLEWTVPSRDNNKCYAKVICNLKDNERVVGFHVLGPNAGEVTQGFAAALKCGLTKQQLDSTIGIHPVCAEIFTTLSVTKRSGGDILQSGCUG
#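 Rat TrxR1 (90 nM in the dispensed reagent) was pre-reduced with 400 uM NADPH for 5 min at room temperature, then incubated with compound for 15 min. After 400 uM selenite was added, NADPH fluorescence (Ex 340/Em 450 nm) was followed for 8 min.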
# JMJD2A Tudor inh = inhibitors of human JMJD2A Tudor domain; AlphaScreen JMJD2A-Tudor / H3K4me3 peptide binding; Potency, µM (titrated, usually from 114 µM), for inactives: at the top dose activity change, negative = inhibition, hits mostly inhibitors; 4.4% of 390,000 active; note: % is set by controls: 0 for no effect and ±100 for the full control effect; nearly all actives have a fitted effect of over 50% in size
# PGK inhibitor = T. brucei PGK inhibition. PGK/GAPDH coupled, Kinase-Glo luminescence, 60 min. Potency, µM (top dose mostly 57.5 µM), for inactives: at the top dose activity change, negative = inhibition, most hits filed as inhibitors. 0.043% of 380,000 active. AID 602233; note: % is set by controls: 0 for no effect and ±100 for the full control effect; nearly all actives have a fitted effect of over 60% in size
# Target sequence (P07378 whole entry, looked up): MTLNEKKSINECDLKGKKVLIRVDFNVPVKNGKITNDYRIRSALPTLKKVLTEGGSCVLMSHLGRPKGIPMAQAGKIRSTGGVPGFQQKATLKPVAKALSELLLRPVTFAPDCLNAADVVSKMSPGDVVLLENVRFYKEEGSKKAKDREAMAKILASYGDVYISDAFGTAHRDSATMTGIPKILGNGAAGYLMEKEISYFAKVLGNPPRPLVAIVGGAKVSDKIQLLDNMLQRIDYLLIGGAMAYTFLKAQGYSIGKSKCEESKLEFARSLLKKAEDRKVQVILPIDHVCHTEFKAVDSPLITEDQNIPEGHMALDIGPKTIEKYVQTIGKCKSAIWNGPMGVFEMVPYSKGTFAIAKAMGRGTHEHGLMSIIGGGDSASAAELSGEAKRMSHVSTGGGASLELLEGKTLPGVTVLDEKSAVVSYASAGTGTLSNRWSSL
#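 Luminescent ATP detection (Kinase-Glo Plus) follows a 60-minute room-temperature incubation, with wells lacking PGK as controls. Buffer: 100 mM TEA (pH 7.6), 5 mM MgCl2, 0.01% Tween-20. Coupling enzyme GAPDH (100 nM final) supplies unstable 1,3-BPG in-well.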
# RGS4 inh = inhibitors of human regulator of G protein signaling 4; 0.039% of 390,000 active; Transcreener GDP fluorescence polarization, RGS4-accelerated GTP hydrolysis; P49798; Potency, µM (highest dose often 114 µM), inactives show at the top dose activity change, negative = inhibition, most hits filed as inhibitors; AID 504845; note: % is set by controls: 0 for no effect and ±100 for the full control effect; nearly all actives have a fitted effect of over 75% in size; some results filed as inactive show a strong effect at the top dose
#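 MLSMR compounds (23 nl, pin-transferred) preincubated 10 min at room temperature with a 500nM (2x) first reagent, then RGS4 at 900nM (2x) plus Transcreener GDP mix added; fluorescence polarization (620/688 nm) read before and after 90 min at 30 °C.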
# ALOX12 inh = inhibitors of human 12S-lipoxygenase ALOX12. P18054. purified 12hLO, xylenol orange hydroperoxide absorbance. Potency, µM (doses to about 108 µM), without a hit: at the highest dose activity change, negative = inhibition, actives largely listed as inhibitors. 1.1% of 580,000 active. AID 1671190; note: % is set by controls: 0 for no effect and ±100 for the full control effect
#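 Purified human 12hLO (150 nM final) in 25 mM Hepes, 0.01% Triton X-100, pH 7.0 was preincubated 15 min at room temperature with compound. Then 40 uM arachidonic acid was added, 30 min. Hydroperoxide was read by Fe-XO absorbance ratio 573/405 nm.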
# The depositor's hits bear a star; i = inactive; ? = inconclusive; · = no result given; [ ] = another dose, or the depositor's remark. Unless noted, calls come from the whole dose curve; as a rule, active = well fitted curve in the direction sought with a large enough effect; inconclusive = small, poorly fitted or top-dose-only effect, or another doubt; inactive = no such curve, though single readings can be large; an effect the other way counts as inactive or inconclusive. Potency is the fitted concentration of half-maximal effect.
SMILES,ERG Ets-DNA blk,HP1b binding inh,GLS inh,Pin1 inhibitor,rTrxR1 inhibitor,JMJD2A Tudor inh,PGK inhibitor,RGS4 inh,ALOX12 inh
CCOc1cccc(C(=O)NC(=S)Nc2ccc(N3CCN(CC)CC3)cc2)c1,7%,?,0%,-9%,-51%,56µM*,-1%,-54%,?
O=C(Nc1cccc(C(=O)O)c1)/C(=C\c1ccccc1)NC(=O)c1cccc2ccccc12,11%,33%,4%,-1%,5%[11.4 µM],-17%,-1%,-3%[56.9 µM],-5%
O=C(Cc1ccccc1[N+](=O)[O-])Nc1ccccc1C(=O)N1CCCC1,-3%,29%,-14%,9%,-25%,-1%,-1%,-15%,1%
C/C(=N/NC(=O)c1cnccn1)c1cccs1,-11%,29%,7%,-9%,-14%,25µM*,-7%,4%,-5%
Cc1ccc(-n2nc(C(=O)N3CCN(c4ccccc4)CC3)c(=O)n(C)c2=O)cc1,-3%,35%[57 µM],2%,-1%,14%[57.1 µM],-23%,i,-25%,-24%
O=C(NC1CC2CCCC(C1)N2Cc1ccc(F)cc1)c1ccc(F)cc1 (centres undefined),4%,52%[activator],1%,1%,26%,-20%,-5%,-1%,-4%
CC(NC(=O)c1ccc(OC2CCN(C(=O)c3cccnc3)CC2)cc1)C1CC1 (centres undefined),-4%,44%[activator],9%,5%,14%[57.1 µM],-10%,0%,4%,0%
Cc1ccc(CN2C(=O)C[C@@H](NC(=O)OCC3c4ccccc4-c4ccccc43)C/C=C\C2c2ccc(C)cc2)cc1 (some centres undefined),2%,77%[activator],0%,48%[activator],-9%,-20%,0%,-14%,?
Cc1ccc(CNC(=O)C2CCN(S(=O)(=O)c3c(C)noc3/C=C/c3ccco3)CC2)cc1,27%,21%,-2%,44%[activator],?,-8%,-2%,-26%,?
CC(C)(C)NC(=O)c1ccc2c(c1)N(CC(=O)N1CCCC1)C(=O)C(C)(C)O2,-6%,24%,-1%,-2%,41%[activator],0%,-6%,27%,16%
CCCOc1ccc(C(=O)Nc2ccc(NC(=O)c3ccccc3)c(C)c2)cc1,0%,3%,0%,-4%,43%,-15%,15%,-6%,2%
CC1CCN(CC(=O)Nc2cccc([N+](=O)[O-])c2)CC1,-2%,11%,6%,-5%,-22%,-18%,1%,-10%,-5%
COCCCN(C(=O)Cc1csc(-c2cccc(Cl)c2)n1)c1c(N)n(Cc2ccccc2)c(=O)[nH]c1=O,15%,24%,1%,2%,4%,-10%,-1%,-47%,-22%
Cc1cccc(CNC(=O)c2ccc3c(c2)c(C)c(C)n3Cc2ccccc2)c1,0%,13%,-7%,33%[activator],22%[57.1 µM],-24%,i,-17%,-27%
Cc1cc(C)n(-c2nc3ccccc3c(=O)n2OCC(=O)OCc2ccccc2)n1,-5%,33%,1%,1%,17%[57.1 µM],11%,-2%,11%,-24%
CCOC(=O)/C=C1\SCC(=O)N1CC(=O)Nc1cccc(F)c1,11%,43%[activator],-6%,20%,9%[57.1 µM],9%[57.1 µM],-4%,-10%,1%
COc1ccc(Cl)cc1NCc1nnc2n1CCCCC2,-12%,41%[activator][57 µM],34%[activator],3%,1%[57.1 µM],-4%,-10%,3%,-1%
Cc1coc2cc3oc(=O)c(CC(=O)NCc4cccc(Cl)c4)c(C)c3cc12,8%,16%,-12%,11%,17%,-13%,1%,16%,?
O=C(COC(=O)CCc1nc2ccccc2c(=O)[nH]1)Nc1ccccc1Cl,1%,78%[activator],-17%,6%,15%[57.1 µM],-6%,i,-28%[56.9 µM],-15%
Cc1c(NC(=O)CCC(=O)N2CCCCC2)c(=O)n(-c2ccccc2)n1C,-14%,23%,-5%,0%,5%[57.1 µM],-6%,-8%,-13%,-3%
Nc1nccc(NCCSCc2ccccc2)n1,-6%,4%,-3%,-8%,-20%,-8%,-5%,3%,2%
O=C(N/N=C/C1=C(N2CCOCC2)C(=C\c2ccccc2)/CC1)Nc1ccccc1,-5%,28%,-3%,16%,-17%,-4%,-1%,-22%,4%
Cc1cc(C)c(C)c(S(=O)(=O)NCC(=O)NCc2ccco2)c1C,-9%,-13%,3%,-2%,11%,-12%,13%,-25%,-4%
CC(C)(C)c1ccc(S(=O)(=O)N2CCNC(=O)C2)cc1,8%,28%,-11%,-2%,22%,1%,-6%,14%,12%
Cc1ccc(CC(=O)N2CCN(C(=O)c3ccco3)CC2)cc1,10%,32%,-3%,-5%,7%,-15%,·,10%,-3%
O=c1[nH]ncc(N2CCCC2)c1Cl,-4%,40%[activator],-2%,-4%,5%,-10%,-12%,-11%,2%
Cc1cc(C)n(CC(=O)N/N=C/c2ccccn2)n1,7%,22%,1%,-1%,-2%[57.1 µM],?,i,-18%,-4%
Cc1[nH]c(=S)c(C#N)c(-c2ccco2)c1C(=O)N(C)C,11%,-25%,-12%,29%,-31%,4µM*,-6%,?,?
CCOc1ccc(CCNC(=O)CCC(=O)c2cccs2)cc1OCC,8%,46%[activator],-7%,8%,8%,-4%,-6%,-7%,15%
CCN(CC)S(=O)(=O)c1cccc(C(=O)Nc2cccnc2)c1,6%,24%,-3%,-1%,5%,-1%,3%,-17%,15%
CCOCCn1ccc2c(OCC(=O)Nc3cccc(F)c3)cccc2c1=O,10%,-1%,-14%,-10%,15%[57.1 µM],-12%,-5%,-6%,-25%
CN1CCN(C(=S)c2ccc(Cl)cc2)CC1,13%,36%[activator],-1%,-5%,2%,16%,-4%,-15%,66%[activator][57.4 µM]
Cn1cnnc1SCC(=O)Nc1cccc(C(=O)O)c1,-7%,36%,·,-14%,13%,14%,2%,-9%,-12%
COc1cccc(NC(=O)CN(C)CC(=O)c2c(N)n(Cc3ccccc3)c(=O)n(C)c2=O)c1,8%,28%,3%,-6%,21%,-5%,-2%,13%,-1%
COc1ccccc1-c1nnc(SCC(=O)NC2CCCCC2)o1,4%,-15%,20%,2%,-2%[57.1 µM],?,6%,?,428%[activator]
Cc1cccc(CCNC(=O)c2c[nH]c3ccc(S(=O)(=O)Nc4ccccc4F)cc3c2=O)c1,6%,26%,6%,7%,14%[57.1 µM],-18%,5%,-2%,-18%

# Part of the list above in order of length of the SMILES, descending:
SMILES,ERG Ets-DNA blk,HP1b binding inh,GLS inh,Pin1 inhibitor,rTrxR1 inhibitor,JMJD2A Tudor inh,PGK inhibitor,RGS4 inh,ALOX12 inh
Cc1cccc(CCNC(=O)c2c[nH]c3ccc(S(=O)(=O)Nc4ccccc4F)cc3c2=O)c1,6%,26%,6%,7%,14%[57.1 µM],-18%,5%,-2%,-18%
Cc1ccc(-n2nc(C(=O)N3CCN(c4ccccc4)CC3)c(=O)n(C)c2=O)cc1,-3%,35%[57 µM],2%,-1%,14%[57.1 µM],-23%,i,-25%,-24%
Cn1cnnc1SCC(=O)Nc1cccc(C(=O)O)c1,-7%,36%,·,-14%,13%,14%,2%,-9%,-12%
CN1CCN(C(=S)c2ccc(Cl)cc2)CC1,13%,36%[activator],-1%,-5%,2%,16%,-4%,-15%,66%[activator][57.4 µM]

# Additional results follow.
SMILES,ERG Ets-DNA blk,HP1b binding inh,GLS inh,Pin1 inhibitor,rTrxR1 inhibitor,JMJD2A Tudor inh,PGK inhibitor,RGS4 inh,ALOX12 inh
CC(=O)Nc1ccc(NC(=O)C(C)Sc2n[nH]c(-c3ccc(C)cc3)n2)cc1 (centres undefined),20%,-3%,3%,?,7%[57.1 µM],-24%,-2%,-8%,-5%
CC1=C(c2ccc(C)c(C)c2)S(=O)(=O)N(Cc2ccc(C(=O)NCc3ccc(C)cc3)cc2)C1=O,1%,1%,-4%,-8%,56%[activator],-22%,-1%,3%,5%
O=C(O)[C@@H]1[C@@H]2C[C@@H]2CN1c1ncccc1[N+](=O)[O-],-10%,34%,17%,-16%,8%[57.1 µM],0%,7%,-29%,-7%
Cn1c(=O)c(=O)n(C)c2cc(N3CCCCC3)c(NS(=O)(=O)c3ccc([N+](=O)[O-])cc3)cc21,-10%,39%,4%,2%,-26%,-31%,9%,-25%[56.9 µM],?
O=C(OCCNC(=O)c1ccc2ccccc2n1)c1cccnc1,·,22%,-1%,-10%,15%,-13%,-8%,21%,20%
O=C1CC(Sc2ccc(Cl)cc2)C(=O)N1Cc1ccncc1 (centres undefined),2%,68%[activator],2%,5%,-16%,3%,5%,-1%,0%
O=C(NCCCn1ccnc1)c1cn(Cc2ccc(F)cc2)nn1,4%,26%,3%,0%,-4%,-20%,-2%,-5%,67%[activator]
Cc1ccc2nc(C)c(Cl)c(=O)n2c1,1%,-10%,-7%,4%,-11%,?,0%,9%,-26%
CCOC(=O)c1ccc(OCC2c3cc(OC)c(OC)cc3CCN2C(=O)Cc2ccc(F)cc2)cc1 (centres undefined),6%,11%,-9%,15%,5%[57.1 µM],-34%,7%,11%,-17%
Cc1sc2ncnc(OCC(=O)N3CCN(C(=O)c4ccco4)CC3)c2c1C,5%,35%,-2%,5%,-24%,-7%,7%,4%,0%
O=C(O)CCCNc1ccc(S(=O)(=O)Nc2ccccc2C(=O)O)cc1C(=O)O,-2%,8%,21%,?,11%,-34%,·,19%,?
CCOc1ccc(S(=O)(=O)N2CCCC(C(=O)NC3CCCC3)C2)cc1 (centres undefined),3%,17%,-2%,-10%,3%,-7%,-9%,-1%,0%
Cc1cc(NC(=O)Nc2ccc(C)c(C)c2)no1,0%,36%[activator],0%,-2%,6%[57.1 µM],5%,2%,-22%,-11%
CS(=O)(=O)c1ccc2nc(NC(=O)c3cccc([N+](=O)[O-])c3)sc2c1,4%,16%,-5%,-8%,14%,-12%,-2%,-19%,0%

# These rows are one share of the data, so the mix of outcomes need not match the whole.
